HDAC3 inh – blocks human histone deacetylase 3. O15379. recombinant HDAC3, fluorogenic peptide/trypsin coupled, fluorescence. inhibition, % at 8.3 µM. 0.15% of 320,000 active. AID 2718; in the data active = inhibition above about 26%, passing the limit was not always enough
Target sequence (O15379 whole entry, looked up): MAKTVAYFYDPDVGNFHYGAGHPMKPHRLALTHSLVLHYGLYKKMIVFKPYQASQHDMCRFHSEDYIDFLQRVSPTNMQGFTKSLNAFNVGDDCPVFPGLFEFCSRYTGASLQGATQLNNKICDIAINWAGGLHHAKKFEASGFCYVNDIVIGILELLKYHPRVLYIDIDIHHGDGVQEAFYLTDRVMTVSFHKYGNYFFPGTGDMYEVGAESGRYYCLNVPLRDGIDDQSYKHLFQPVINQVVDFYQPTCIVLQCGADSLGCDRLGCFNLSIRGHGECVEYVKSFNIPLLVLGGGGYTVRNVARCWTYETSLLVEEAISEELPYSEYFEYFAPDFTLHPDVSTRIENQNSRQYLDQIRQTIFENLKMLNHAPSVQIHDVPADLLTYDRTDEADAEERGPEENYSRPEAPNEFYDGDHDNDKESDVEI
KLF5 inhibitor – suppresses KLF5 promoter-driven expression; DLD-1 KLF5 promoter-luciferase reporter, luminescence; 0.23% of 290,000 active; inhibition, % at 5 µM;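 active = inhibition above a per-plate limit of that plate's mean compound inhibition plus 3 SD, cut at about 60% in these data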;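 note: 0% = DMSO wells and 100% = LY294002 at 200 µM; higher means less KLF5 promoter-driven luciferase light; inactives centre near -14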
HSF1 activator – increases HSF-1 driven luciferase reporter signal; NIH3T3-HGL HSF-1 luciferase reporter, MG132, 8 h; 100% = twice DMSO control signal; AID 504408; activation, % at 9 µM; 1.7% of 300,000 active;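 active = mean replicate activation of at least 50% with a set share of replicates each reaching 50%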;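 note: 0% = median of the neutral control wells and 100% = twice that signal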
HSP90 refold inh – blocks HSP90-mediated luciferase refolding in reticulocyte lysate; inhibition, % at 5.6 µM; 0.91% of 290,000 active; Rabbit reticulocyte lysate, luciferase refolding luminescence, 3 h;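 active = inhibition above the screen-wide mean plus 3 SD, computed separately per campaign, cut at about 16% in these data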;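 note: 0% = DMSO wells and 100% = 60 µM geldanamycin wells; inhibitors lower the luminescence because luciferase stays unfolded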
AI-2 QS modul – Vibrio harveyi AI-2 quorum sensing modulation. AID 2094. 0.4% of 300,000 active. activity change, % at 7.5 µM. Vibrio harveyi JMH597 AI-2 luminescence/OD600 ratio, 9 h; active compounds read low; strain lacks LuxN and CqsS sensors; 0 = neutral-control median; in the data active = activity change below about -75%, passing the limit was not always enough;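 note: luminescence divided by OD600 gain over 9 h not by final OD600 alone; inactives centre near 13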
HIF activator – HIF pathway transcriptional activation. U2OS HRE-luciferase reporter, luminescence; normalized: DMSO 0%, desferrioxamine 100%. activation, % at 7.5 µM (by protocol). 0.32% of 300,000 active;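 active = mean activation of at least 10% of the iron chelator positive control signal, with at least half of replicates also reaching 10%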
Platelet DG rel – platelet dense granule release activity. human platelet-rich plasma, SFLLRN dense granule ATP release, luminescence. inhibition, %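 (compounds screened at 7.5 µM in platelet-rich plasma)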. 0.22% of 300,000 active;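 active = mean replicate score, as percent of positive control, at or above 50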
IEC-6 cytotox – kills IEC-6 intestinal cells in KLF5 counter-screen. IEC-6 cytotoxicity, luminescence viability. inhibition, % at 5 µM. 0.78% of 290,000 active; in the data active = inhibition above about 22%;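 note: 0% = plate median of test compound wells and 100% = cytotoxic reference compound wells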
HSF1 inhib – HSF1 inhibition | AID 2098 | 0.77% of 300,000 active | activity change, negative = inhibition, % at 7.5 µM (by protocol) | NIH3T3-HGL HSE-luciferase, MG132-induced, luminescence 8 h; active compounds read low;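 active = more than half of replicate wells show activity change below -50%, luminescence cut by over half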;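 note: luciferase reports HSF-1 transcriptional activity via heat shock element; 0% = median of DMSO wells and -100% = zero luminescence signal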
aSyn UTR inh – 5' untranslated region of α-synuclein, MLPCN primary screen | alpha-synuclein 5'UTR reporter, inhibitor activity | inhibition, % (tested at 7.5 µM) | 0.82% of 300,000 active; in the data active = inhibition above about 60%;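 note: H4 neuroglioblastoma cells stably carrying SNCA 5'UTR luciferase fusion; 0% = DMSO wells and 100% = positive control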
* hit, by the source's call; / = no result given.

#	SMILES	HDAC3 inh	KLF5 inhibitor	HSF1 activator	HSP90 refold inh	AI-2 QS modul	HIF activator	Platelet DG rel	IEC-6 cytotox	HSF1 inhib	aSyn UTR inh
1	COc1cccc(C(=O)O/N=C(\C)c2cnccn2)c1	11	-14	1	0	2	-0.2	-4	1	-4	4
2	Cc1cc(-c2ccccc2)nc2cc(C(=O)NCCCn3ccnc3)nn12	-6	-20	14	-1	3	-0.5	11	-4	1	25
3	COc1ccccc1OCCn1cc(/C=N/NC(N)=S)c2ccccc21	0	8	7	12	17	-0.3	-8	-2	3	10
4	NS(=O)(=O)c1cccc(NC(=O)c2cccnc2Oc2ccccc2)c1	-6	-13	-1	2	18	0.0	2	5	0	28
5	C/C(=N/N=C1\SCC(=O)N1c1ccccc1)c1ccc(C)cc1	0	-29	-15	5	5	-0.2	26	7	-14	-7
6	O=C(Nc1cccc(S(=O)(=O)Nc2ccc(Cl)cc2)c1)c1ccc(Cl)nc1	9	-8	4	-2	18	0.1	10	13	-4	-19
7	COc1ccc(Cl)cc1N(C)C(=O)CCNC(=O)Cn1cnc2ccccc2c1=O	0	-16	-19	-1	4	-0.2	9	-1	-10	24
8	NCC(O)COCCC12CC3CC(CC(C3)C1)C2 (stereo not drawn)	-1	-29	-33	4	2	-1.0	/	-1	-15	-1
9	COc1ccc(CCNC(=O)C(=O)NCC2CCCN2S(=O)(=O)c2ccccc2)cc1OC (stereo not drawn)	-4	/	-31	/	-2	-0.6	-7	/	-38	3
10	CCOc1cc(C(c2c(C)[nH][nH]c2=O)c2c(C)[nH][nH]c2=O)cc([N+](=O)[O-])c1O	10	-30	16	6	27	-1.9	-8	-4	4	8
11	CCC(C)NC(=O)CCCCCn1c(=O)[nH]c2cc(OC)c(OC)cc2c1=O (stereo not drawn)	-5	-29	4	-2	15	-0.1	0	-1	-5	5
12	C/C(N)=C(/C#N)C(=O)CSc1ncnc2ccccc12	-3	-6	20	0	32	0.2	-1	1	-12	-30
13	O=C(O)c1ccc(N2CCN(Cc3ccc4c(c3)OCO4)CC2)c([N+](=O)[O-])c1	-1	-22	4	4	31	0.1	1	-3	-2	-7
14	Cc1ccc(N2CC(C(=O)OCC(=O)c3ccc(F)cc3)CC2=O)cc1 (stereo not drawn)	2	-15	-8	4	15	-0.1	8	2	-5	-18
15	COc1cc(OC)cc(-c2nc(-c3ccccc3)no2)c1	-5	-43	24	-1	26	3.4	3	-1	12	-140
16	CC(=O)c1cccc(NC(=O)C2CCN(C(=O)c3cccs3)CC2)c1	1	-16	6	-2	30	0.5	-36	-5	-2	19
17	Cc1nccc(-c2ccc(-n3cnc4ccccc43)cc2)n1	1	-43	-10	5	13	2.0	11	-2	-14	-96
18	C=CCN(C(=O)CCC(=O)Nc1cc(C)on1)C(C(=O)NC1CCCC1)c1ccc(CC)cc1 (stereo not drawn)	3	-53	8	0	23	0.1	8	-6	3	16
19	Cn1c(=O)c2c(nc(OCC3COC(C)(C)O3)n2Cc2ccccc2F)n(C)c1=O (stereo not drawn)	-11	1	/	4	13	0.0	1	-4	/	6
20	O=C(CNC(=O)N1CC(=O)Nc2ccccc21)NCc1ccccc1	0	-18	6	-4	1	0.6	5	-3	-2	3
21	COc1ccc(N(CC(=O)NC(C)(C)C)C(=O)c2ccco2)cc1	-3	-3	3	1	-4	-0.2	-4	1	-6	-21
22	O=[N+]([O-])c1cc(S(=O)(=O)Nc2cccc(Cl)c2)ccc1N/N=C/c1ccc(N2CCOCC2)cc1	2	-14	0	1	21	0.1	-9	0	-3	8
23	O=C(NCCc1cccc(C(F)(F)F)c1)C1CCC(=O)N(Cc2ccc(Cl)cc2)C1 (stereo not drawn)	3	-20	36	-2	25	0.4	19	1	13	-2
24	CCCC(=O)Nc1c2c(nn1-c1ccc(C)cc1C)CSC2	5	-2	24	-4	12	-0.3	-5	4	15	6
25	COc1ccccc1/C=C/C(=O)OCC(=O)Nc1c(F)cccc1F	0	-33	1	1	1	-0.2	17	-4	3	-6
26	COc1ccc(CNC(=O)C2CCN(S(=O)(=O)c3ccc4c(c3)N(C(C)=O)CCO4)CC2)cc1	12	2	5	-2	24	-0.1	-11	0	-5	-7
27	CC(C)c1ccc(NC2CCCN(C(=O)c3cccc(N4CCNC4=O)c3)C2)cc1 (stereo not drawn)	1	-10	8	-3	30	-0.1	-13	2	6	14
28	CCC(=O)NC(=S)Nc1ccc(NC(=O)c2ccc([N+](=O)[O-])cc2Cl)cc1	2	-7	18	0	32	0.5	9	0	-1	13
29	CC(C)CNC(=O)CCc1nc(-c2ccccc2)no1	2	-19	/	3	14	/	/	0	/	/
30	CCC(C(=O)NCCCN1CCCC1=O)n1c2ccccc2c2nc(=O)cc(C)n21 (stereo not drawn)	0	-35	20	-1	21	-0.6	2	-2	2	14

An excerpt of these results, with values under each structure:
Results follow in this order: HDAC3 inh | KLF5 inhibitor | HSF1 activator | HSP90 refold inh | AI-2 QS modul | HIF activator | Platelet DG rel | IEC-6 cytotox | HSF1 inhib | aSyn UTR inh
19. Cn1c(=O)c2c(nc(OCC3COC(C)(C)O3)n2Cc2ccccc2F)n(C)c1=O (stereo not drawn)
  -11 | 1 | / | 4 | 13 | 0.0 | 1 | -4 | / | 6
20. O=C(CNC(=O)N1CC(=O)Nc2ccccc21)NCc1ccccc1
  0 | -18 | 6 | -4 | 1 | 0.6 | 5 | -3 | -2 | 3

4 compounds drawn at random from the list so far, as already listed:
#	SMILES	HDAC3 inh	KLF5 inhibitor	HSF1 activator	HSP90 refold inh	AI-2 QS modul	HIF activator	Platelet DG rel	IEC-6 cytotox	HSF1 inhib	aSyn UTR inh
12	C/C(N)=C(/C#N)C(=O)CSc1ncnc2ccccc12	-3	-6	20	0	32	0.2	-1	1	-12	-30
8	NCC(O)COCCC12CC3CC(CC(C3)C1)C2 (stereo not drawn)	-1	-29	-33	4	2	-1.0	/	-1	-15	-1
18	C=CCN(C(=O)CCC(=O)Nc1cc(C)on1)C(C(=O)NC1CCCC1)c1ccc(CC)cc1 (stereo not drawn)	3	-53	8	0	23	0.1	8	-6	3	16
1	COc1cccc(C(=O)O/N=C(\C)c2cnccn2)c1	11	-14	1	0	2	-0.2	-4	1	-4	4

Next section.
#	SMILES	HDAC3 inh	KLF5 inhibitor	HSF1 activator	HSP90 refold inh	AI-2 QS modul	HIF activator	Platelet DG rel	IEC-6 cytotox	HSF1 inhib	aSyn UTR inh
31	Cc1ccc(S(=O)(=O)N2CCN(c3ncccn3)CC2)cc1C	-4	-14	11	-1	-3	-4.4	-6	4	5	-3
32	CC1CCc2c(sc(NC(=S)NC(=O)c3ccccc3)c2C#N)C1 (stereo not drawn)	-4	-49	59*	1	5	0.6	-1	4	33	-74
33	O=C(CCC1CCCN(C(=O)CC2=CCCCC2)C1)N1CCN(c2ccccn2)CC1 (stereo not drawn)	-7	-8	-1	3	36	0.1	3	4	3	13
34	CCOC(=O)COc1ccc(C(=O)NC2CCCCC2)cc1	6	-10	0	-1	22	0.1	2	3	-10	9
35	CCc1nnc(SCC(=O)NC2CCCCC2)nc1CC	1	5	25	-3	0	-0.1	1	-2	10	-4
36	COc1ccc(-c2nc(CS(=O)CC(=O)NC(C)CCc3ccccc3)c(C)o2)cc1OC (stereo not drawn)	-7	-17	12	-5	/	0.4	-11	-2	2	31
37	CCCCN(CC)CCCNC(=O)c1cn(C)c2ccc(S(=O)(=O)N(C)C3CCCCC3)cc2c1=O	4	-18	-3	-5	1	-0.3	-6	0	6	0
38	COc1ccc(OC)c(/C=C/C(=O)OCC(=O)Nc2ccc(Cl)c(S(=O)(=O)N(C)C)c2)c1	-10	-16	1	0	4	0.3	2	-2	-6	14
39	COc1ccc(NC(=S)N2CCC(N(C)CCN3CCOCC3)CC2)cc1	1	-13	-4	6	8	-0.7	4	-9	-6	-6
40	COc1ccc(NC(=O)C2CC(c3cc(OC)c(OC)c(OC)c3)=NO2)cc1OC (stereo not drawn)	-3	2	3	0	-8	-0.4	0	-4	1	7
41	O=C(OCc1nc2ccccc2[nH]1)C1CCCCC1	3	-18	9	-5	25	0.5	-1	-1	4	-12
42	O=C(Cn1cc(C(=O)C2CC2)c2ccccc21)NCc1ccccc1	1	-56	39	2	30	1.5	-7	0	12	-81
43	Cc1ccc(CC(=O)OCC(=O)NC2CCCC(C)C2C)cc1C (stereo not drawn)	8	-21	0	-3	17	-24	-3	-4	5	1
44	O=C(Nc1nc2ccccc2[nH]1)C1CCCO1 (stereo not drawn)	1	-19	13	1	13	/	7	-1	4	-79
45	CCN(CCCNC(=O)CCCn1c(=O)[nH]c2ccccc2c1=O)c1cccc(C)c1	-8	-8	8	0	22	-0.7	-7	-4	7	-15
46	CC1(c2ccccc2)CC(C)(C)N(C(=O)CSc2nnc(N)s2)c2ccccc21 (stereo not drawn)	10	-11	4	3	37	0.3	-6	2	-7	33
47	CCC(=O)NC(=S)Nc1ccc(S(=O)(=O)N2CCN(C)CC2)cc1	6	30	79*	0	3	0.1	-13	6	25	-16
48	Cc1ccc(NC(=S)N(CCN(C)C)Cc2cc3cc(C)ccc3[nH]c2=O)cc1	0	-12	9	4	21	0.5	2	5	-1	-25
49	COc1ccc(C(=O)NCCn2cc(SCC(=O)Nc3nnc(C)s3)c3ccccc32)cc1	7	-1	-42	17*	35	1.5	-11	-2	-35	-69
50	O=C(O)Cc1ccc(NC(=O)c2ccc3c(c2)C(=O)N(CC2CCCO2)C3=O)cc1 (stereo not drawn)	1	-62	10	1	15	0.1	1	-3	-9	-14
51	CN(c1ccccc1)S(=O)(=O)c1cccc(C(=O)OCC(=O)NCCCN2CCCC2=O)c1	-3	-10	14	-1	-4	-0.6	-7	-4	-2	-2
52	CN(C)CCNC(=O)/C=C/c1cn(-c2ccccc2)nc1-c1cc2ccccc2oc1=O	15	-10	-1	-2	4	0.2	4	-5	0	-43
53	CC(C)N1C(=O)CC2(CC[N+](C)(CCOC(=O)C(c3ccccc3)c3ccccc3)CC2)C1=O (stereo not drawn)	8	-18	0	2	8	-0.2	10	-6	0	23
54	O=S(=O)(NCc1cccs1)c1ccc(Cl)s1	-9	-3	-23	-2	20	0.3	-2	-1	-4	7
55	COc1ccc(Cl)cc1NC(=O)CN(C)C(=O)c1cc(-c2cccs2)nn1-c1ccccc1	10	/	17	/	5	1.1	-10	/	9	6
56	COc1ccc(N2CCN(c3oc(COc4ccc(Cl)cc4)nc3C#N)CC2)cc1	9	-12	12	2	12	0.2	11	-4	12	-5

5 compounds out of the list above, arranged by the number in HSF1 inhib, highest first:
No.	smiles	HDAC3 inh	KLF5 inhibitor	HSF1 activator	HSP90 refold inh	AI-2 QS modul	Platelet DG rel	HSF1 inhib	aSyn UTR inh
32	CC1CCc2c(sc(NC(=S)NC(=O)c3ccccc3)c2C#N)C1 (stereo not drawn)	-4	-49	59*	1	5	-1	33	-74
42	O=C(Cn1cc(C(=O)C2CC2)c2ccccc21)NCc1ccccc1	1	-56	39	2	30	-7	12	-81
55	COc1ccc(Cl)cc1NC(=O)CN(C)C(=O)c1cc(-c2cccs2)nn1-c1ccccc1	10	/	17	/	5	-10	9	6
45	CCN(CCCNC(=O)CCCn1c(=O)[nH]c2ccccc2c1=O)c1cccc(C)c1	-8	-8	8	0	22	-7	7	-15
49	COc1ccc(C(=O)NCCn2cc(SCC(=O)Nc3nnc(C)s3)c3ccccc32)cc1	7	-1	-42	17*	35	-11	-35	-69

No enrichment for hits; overall some 5% were active at least once.
